Compound activity deposited in PubChem by National Center for Advancing Translational Sciences (NCATS).
PTHR1 ag = qHTS for PTHR1 Agonists: Primary Screen. HEK293 GP2 PTHR1 cells, GloSensor cAMP luminescence, 1 h. 410,000 tested, 0.075% active. Parathyroid hormone/parathyroid hormone-related peptide receptor (Homo sapiens), Q03431. Potency, µM (titrated, usually from 115 µM), for the others: at the top dose activation, actives largely listed as activators; further: potency means the concentration at half of the fitted maximal effect; nearly all actives have a fitted effect of over 55% in size; some results filed as inactive show a strong effect at the top dose; inactives centre near -15; many of its hits are not listed in these tables
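HEK-293-derived GP2 cells expressing PTHR1 and a GloSensor cAMP reporter, 3,000/well, plated overnight, given luciferin plus IBMX (each 0.5 mM as added) for 1 h at 37 °C, then compound for 1 h at 37 °C. Luminescence was read after 15 min at room temperature.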
EPAC2 antagonist = qHTS for Antagonist of cAMP-regulated guanine nucleotide exchange factor 2 (EPAC2): primary screen. AID 720708, 2013. Potency, µM (top dose mostly 114 µM), without a hit: at the top dose activity, negative = inhibition, hits mostly inhibitors. EPAC2 GEF exchange of Rap1B-BODIPY-GDP, fluorescence. 360,000 tested, 0.18% active; further: potency means the concentration at half of the fitted maximal effect; on the % scale 0 is the no-effect control and ±100 the full control effect; nearly all actives have a fitted effect of over 45% in size; many of its hits are not listed in these tables
Target sequence (Q8WZA2 whole entry, looked up): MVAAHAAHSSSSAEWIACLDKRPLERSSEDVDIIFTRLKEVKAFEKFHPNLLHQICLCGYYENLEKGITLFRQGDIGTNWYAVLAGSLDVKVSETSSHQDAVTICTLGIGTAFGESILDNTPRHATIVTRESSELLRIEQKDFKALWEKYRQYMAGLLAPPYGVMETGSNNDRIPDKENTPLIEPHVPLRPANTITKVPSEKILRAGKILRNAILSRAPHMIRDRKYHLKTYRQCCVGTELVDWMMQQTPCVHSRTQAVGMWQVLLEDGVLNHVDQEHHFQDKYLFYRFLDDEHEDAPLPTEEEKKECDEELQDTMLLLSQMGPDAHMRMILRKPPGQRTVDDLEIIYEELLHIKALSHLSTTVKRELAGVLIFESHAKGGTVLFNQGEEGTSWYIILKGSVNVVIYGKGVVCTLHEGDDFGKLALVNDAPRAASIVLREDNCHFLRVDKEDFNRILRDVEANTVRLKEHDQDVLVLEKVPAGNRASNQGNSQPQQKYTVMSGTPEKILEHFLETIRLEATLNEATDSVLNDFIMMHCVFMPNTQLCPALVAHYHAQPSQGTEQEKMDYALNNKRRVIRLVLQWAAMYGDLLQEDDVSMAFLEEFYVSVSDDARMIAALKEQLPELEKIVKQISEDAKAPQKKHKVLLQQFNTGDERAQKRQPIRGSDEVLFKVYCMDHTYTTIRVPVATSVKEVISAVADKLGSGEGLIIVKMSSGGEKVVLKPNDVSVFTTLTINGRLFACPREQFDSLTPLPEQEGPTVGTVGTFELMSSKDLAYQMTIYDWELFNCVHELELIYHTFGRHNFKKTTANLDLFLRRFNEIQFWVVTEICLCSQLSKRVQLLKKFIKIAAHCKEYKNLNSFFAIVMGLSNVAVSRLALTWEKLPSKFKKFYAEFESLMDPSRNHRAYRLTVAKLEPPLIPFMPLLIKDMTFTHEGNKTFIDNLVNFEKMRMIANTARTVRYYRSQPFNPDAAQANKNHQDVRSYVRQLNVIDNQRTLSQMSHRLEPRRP
CCT modulator = High-Throughput Screening for Modulators of Cytosolic Chaperonin Activity; purified chaperonin ATPase assay, HTRF ADP detection, 30 min; activity change, % (no concentration beside the values), hits read low; 360,000 tested, 0.3% active; AID 651819, 2012; in the data active means activity change below about -30%; further: on the % scale 0 is the no-effect control and ±100 the full control effect
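TRiC (40 or 20 nM final, by batch activity) in 30 mM Tris pH 7.4, 100 mM KCl, 5 mM MgCl2, 1 mM DTT was treated with compound at 76 uM single dose, then 10 uM ATP, 30 min at 37 °C. ADP was read by HTRF Transcreener.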
EPAC2 ag = qHTS for Agonist of cAMP-regulated guanine nucleotide exchange factor 4 (EPAC2): primary screen. EPAC2 activation, biochemical qHTS; response scale: 100% = 6.5 mM cAMP response. Potency, µM (titrated, usually from 154 µM), for inactives: at the highest dose activation, usual class: activators. Rap guanine nucleotide exchange factor 4 (Homo sapiens), Q8WZA2. AID 720711, 2013. 360,000 tested, 0.079% active; further: potency means the concentration at half of the fitted maximal effect; nearly all actives have a fitted effect of over 50% in size
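Guanine nucleotide exchange by EPAC2 is measured as reduced fluorescence of BODIPY-GDP once it is released from 250 nM Rap1B. Plates are read kinetically for 30 min at room temperature; results are scaled to 6.5 mM cAMP.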
D3 antag = qHTS of D3 Dopamine Receptor Antagonist: qHTS. D(3) dopamine receptor (Homo sapiens), P35462. D3R cells, DiscoveRx beta-arrestin luminescence, antagonist mode; stronger effect = lower value. max response, negative = inhibition, %. 360,000 tested, 2.5% active. AID 652054, 2013; in the data active means max response below about -50%; inconclusive means no clear call, values can overlap the other calls; further: on the % scale 0 is the no-effect control and ±100 the full control effect; mostly tested at two doses, the higher about 12 µM
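Cells plated overnight at 1500 cells/well, then exposed to library compounds with dopamine controls for 90 minutes at 37 degrees C. DiscoveRx reagent added for 30–60 minutes at room temperature; luminescence read, quantitative HTS format.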
Mm-Cpn inhibitor = Inhibitors of TCP-1 ring complex (TRiC) of Methanococcus maripaludis (MmCpn): qHTS; Potency, µM (doses to about 76.9 µM), for inactives: top-dose activity, negative = inhibition, usual class: inhibitors; purified Mm-Cpn ATPase, ADP Transcreener TR-FRET; 330,000 tested, 0.031% active; Chaperonin Mm-Cpn (Methanococcus maripaludis); further: potency means the concentration at half of the fitted maximal effect; on the % scale 0 is the no-effect control and ±100 the full control effect; nearly all actives have a fitted effect of over 80% in size
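Compound-treated chaperonin, 25 nM final, turns over 10 uM ATP at 37°C for 30 min following a 10 min preincubation; ADP generated competes with ADP-d2 for Eu-cryptate antibody, lowering FRET.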
Akt phos inh = HTS Assay for Inhibitors of Akt Phophorylation: Primary Screen. Neuro2A IGF-stimulated pAkt S473 HTRF, 20 min; stronger effect = lower value. activity change, % for hits at 50 µM. 360,000 tested, 0.32% active; in the data active means activity change below about -80%; inconclusive means mostly about -51% to -80%; further: on the % scale 0 is the no-effect control and ±100 the full control effect
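Neuro2A cells (4,500/well, DMEM with 0.5% FBS) were treated with compound at a single 50 µM final concentration, stimulated with 6 nM IGF for 20 min at 37 °C, and lysed. Phospho-Akt Ser473 was read by HTRF as 665/615 ratio ×10^4.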
DRD3 agonist = qHTS of D3 Dopamine Receptor Agonist: qHTS; D(3) dopamine receptor (Homo sapiens), P35462; 410,000 tested, 0.58% active; max activation, %; D3R DiscoveRx beta-arrestin cells, luminescence, 90 min; in the data active means max activation above about 30%; further: 0% is about no effect; mostly tested at two doses, the higher about 12 µM
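Agonist-mode cell screen: cells plated at 1500/well and incubated overnight at 37 °C, then exposed to library compounds for 90 min at 37 °C. Detection reagent was added for 30–60 min at room temperature, and luminescence was read.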
* hit, by the source's call; i = inactive; ? = inconclusive; nt = not tested or not shown; & = joins results of further samples; [ ] = another dose, or the depositor's remark. Unless noted, the call rests on the fitted dose curve; in most records, active means well fitted curve in the direction sought with a large enough effect; inconclusive means small, poorly fitted or top-dose-only effect, or another doubt; inactive means no such curve, though single readings can be large; an effect the other way counts as inactive or inconclusive. Only part of the results is shown. The share of hits here may be higher or lower than overall.

SMILES | PTHR1 ag | EPAC2 antagonist | CCT modulator | EPAC2 ag | D3 antag | Mm-Cpn inhibitor | Akt phos inh | DRD3 agonist
CC(O)C(O)C(O)C(O)C1NCCS1 (stereo not given) | i | 9% | 1.4 | 6% | ? | 1% | i | 10
COC(=O)C(C(=O)OC)=C(/C=C/N(C)C)N(C)C | i | -1% | 0.6 | 3% | 11 | -1% | -104%* | 2
CCOc1ccc(NC(=S)NC(=O)c2c(Br)cnn2C)c([N+](=O)[O-])c1 | i | 0% | -2.8 | 2% | ? | -2% | i | -12
OCC(CO)(CO)N=Cc1c(O)ccc2ccccc12 | i | 8% | 1.7 | 8% | -9 | 0% | i | 17
CCOC(=O)[C@]12CCCC=C1N(Cc1cccc3ccccc13)C(=O)[C@H](CC(=O)NCCCCc1ccccc1)C2 | i | -1% | -2.9 | 0% | 6 | nt | i | 3
CC(=O)Nc1ccccc1NC(=O)c1ccccc1 | i | -1%[57.1 µM] | -5.6 | 5% | 6 | 0% | i | 4
O=C1N=C(N2CCOCC2)S/C1=C\c1cccs1 | -12% | -16% | -0.5 | 4% | 7 | 0% | i | -1
Cc1cn([C@H]2C[C@H](O)[C@@H](CNCc3cnc(N4CCOCC4)s3)O2)c(=O)[nH]c1=O | i | 1% | 2.5 | 10% | 14 | nt | i | 2
CCOc1ccc(CCNC(=O)/C=C/c2ccco2)cc1OCC | i | 1% | 0.3 | 0% | 10 | -1% | i | 0
CC(=O)c1ccc(-n2c(C)c(C(C)=O)c3cc(O)ccc32)cc1 | i | 0% | 3.2 | 0% | -8 | 4% | i | 3
CC(C)C(=O)N1CCN(c2c(Cl)cccc2[N+](=O)[O-])CC1 | i | 14% | 0.8 | 3% | -18 | 1% | i | -5
COc1ccccc1C1NC(=O)CCC1[N+](=O)[O-] (stereo not given) | 0% | 2% | 0.0 | 6% | 13 | 1% | i | 1
C/C(=N\NC(=O)c1cccc(N/N=C(\C)c2ccc([N+](=O)[O-])cc2)c1)c1ccc([N+](=O)[O-])cc1 | -28% | -3% | -2.5 | -8% | -2 | 0% | i | -2
Cc1ccc(NC(=O)c2ccc3snnc3c2)cc1C | -7% | 0% | -1.2 | 4% | -1 | 0% | i | -4&-2
Cc1cc(C)cc(NC(=O)CSc2ccc(-c3ccco3)nn2)c1 | -26% | -8% | -3.1 | 13% | 21 | -2% | i | -15
C=CCN(c1ccccc1OC)S(=O)(=O)c1cccc(C(=O)NCc2cccs2)c1 | -13% | -4% | 1.9 | 8% | ? | 1% | i | -7
O=C(CSc1nnnn1C1CC1)N1CCN(Cc2ccccc2F)CC1 | i | 2% | -1.4 | -6% | 12 | 1% | i | -1
CC1CC(=O)Nc2ccccc2N1C(=O)CN1CCN(C=O)CC1 (stereo not given) | i | 4% | -6.7 | 2% | 3 | 2% | i | 6
COc1c(F)c(F)c(C(=O)Nc2ccccc2N2CCN(C(C)=O)CC2)c(F)c1F | i | 1% | -1.5 | 15% | -4 | nt | i | 7
CCc1ccc(N2CN=c3s/c(=C\c4ccccc4)c(=O)n3C2)cc1 | i | 3% | -7.9 | 8% | -11 | 0% | i | 4
OCC1(Cc2ccccc2)CCCN(C2CCCC2)C1 (stereo not given) | -16% | 4% | 0.1 | 2% | -21 | -4% | i | -15
CCc1ccc(-c2nnn(CC(=O)N(C3CCCC3)C3CCS(=O)(=O)C3)n2)cc1 (stereo not given) | -22% | -6% | -0.7 | 3% | 15 | -3% | i | -9
O=C(N/N=C\c1ccccc1)c1cccc(C(=O)N/N=C\c2ccccc2)n1 | i | 3% | 0.2 | 9% | 12 | nt | i | 11
Cc1ccc(S(=O)(=O)CC(=O)c2ccc(C)c([N+](=O)[O-])c2)cc1 | i | 3% | -8.5 | 7% | -23 | 1% | i | -6
Cn1c(C(=O)O)c(C=O)c2ccccc21 | -5% | -1% | -3.7 | -2% | -5 | -2% | i | -5
CCCCOc1c(Br)cc(CNCCCN2CCOCC2)cc1OC | i | 2% | 0.4 | 3% | 6 | 0% | i | -3
N#Cc1c(C(F)(F)F)cc(-c2ccccc2)n(N)c1=O | i | 1% | 0.7 | 5% | 4 | 0% | i | 3
Cc1cc(C)c(S(=O)(=O)N2CCCc3ccccc32)c(C)c1 | -45%[inhibitor] | ? | -2.8 | 11% | -4 | 0% | i | -7
CC1(C(=O)NC2CCCC2)CCC(=O)N1CCOc1ccccc1 (stereo not given) | -10% | -3% | 0.2 | 7% | 9 | nt | i | -3
COc1ccc(C(=S)N2CCCC2)cc1OC | i | 1% | -1.0 | -1% | -19 | 1% | i | -3
O=C(Cc1ccc(Cl)cc1)Nc1ccc(S(=O)(=O)N2CCOCC2)cc1 | -27% | -10% | -7.8 | 7% | 6 | 1% | i | 5
COc1ccc(Cl)cc1Nc1ncnc2sc(C)c(S(=O)(=O)N3CCC(C)CC3)c12 | i | -24% | 2.0 | 1% | 42 | -12% | i | 5
Cc1cnc(=O)[nH]c1SCc1cccc(C(F)(F)F)c1 | -46% | -16% | -2.6 | -5% | 6 | -1% | i | -2
Cn1c(SCc2ccccc2C#N)nnc1-c1ccncc1 | i | 3% | 0.8 | 0% | 12 | -1% | i | -1
CCOC1=C2[C@@H](CN(S(=O)(=O)c3ccccc3C)[C@H]2c2ccc(Cl)cc2)[C@H]2C(=O)N(c3ccccc3)C(=O)[C@H]2C1 | -34%[inhibitor] | 24% | 1.3 | 3% | -6 | nt | i | 18
C[C@H](NS(=O)(=O)c1ccc(Cl)c(Cl)c1)C(=O)OCc1cc(=O)n2cc(Br)ccc2n1 | -19% | -13% | -1.6 | -9% | -6 | ? | i | -4
CC(C)(O)CCCC(C)(O)c1ccc(C(=O)O)cc1O (stereo not given) | -17% | -17% | -0.2 | 9% | -3 | 1% | i | 0
COc1ccc(NC(=O)CCC2CCCCC2)cc1S(=O)(=O)N1CCCCC1 | -37%[inhibitor] | -2% | 0.3 | 3% | 0 | 5% | i | -1
C=CCn1c(N)c(C(=O)N2CCN(C)CC2)sc1=S | i | -4% | -0.3 | 8% | -54* | -1% | i | -35
c1ccc(Oc2ccc(-n3cnnn3)cc2)cc1 | -4% | -1% | -2.4 | 9% | -23 | 0% | i | -6

Filtered by structure, the entries above containing a cyano group (2)
SMILES | PTHR1 ag | EPAC2 antagonist | CCT modulator | EPAC2 ag | D3 antag | Mm-Cpn inhibitor | Akt phos inh | DRD3 agonist
N#Cc1c(C(F)(F)F)cc(-c2ccccc2)n(N)c1=O | i | 1% | 0.7 | 5% | 4 | 0% | i | 3
Cn1c(SCc2ccccc2C#N)nnc1-c1ccncc1 | i | 3% | 0.8 | 0% | 12 | -1% | i | -1

(cont.)
SMILES | PTHR1 ag | EPAC2 antagonist | CCT modulator | EPAC2 ag | D3 antag | Mm-Cpn inhibitor | Akt phos inh | DRD3 agonist
C#CC1(NC(=O)NC(=O)c2c(F)cccc2F)CCCCC1 | i | -13% | -12 | 2% | 24 | 0% | i | -6
CCCCn1c(O)c(/C=C/C=C/C=Nc2ccccc2)sc1=S | i | -2% | -12 | -5% | -19 | -1% | i | -2
COc1ccc(NC(=S)N2CCC(Cc3ccccc3)CC2)cc1 | -18% | -9% | -0.6 | 14% | 2 | 3% | i | -9
Cn1nc(CC(=O)NCc2cccc3ccccc23)c2ccccc2c1=O | -24% | 12% | 0.9 | 1% | -24 | -4% | i | 9
COC(=O)c1ccccc1Sc1snnc1C | i | 3% | -3.5 | 12% | -4 | -1% | i | 4
COc1ccc2c(CCNC(N)=S)c[nH]c2c1 | i | -2% | 1.2 | 13% | ? | -1% | i | -10
COc1ccc(C)cc1NC(=O)CSc1ccc(-c2ccco2)nn1 | -29% | -4% | -1.4 | 19% | 3 | -1% | i | 1
CCOc1ccc(NC(=O)C2C3CC/C=C\CCC32)cc1 (stereo not given) | i | 9% | 0.3 | 3% | -6 | -1% | i | 11
O=C(COC(=O)CNC(=O)c1ccccc1F)Nc1ccc(Cl)cn1 | i | 0% | -2.0 | 1% | 10 | -2% | i | 1
COC(=O)C1C2CC3c4[nH]c5cc(OC)ccc5c4CCN3CC2CC(O)C1OC (stereo not given) | -17% | 14% | -1.8 | -10% | -16 | nt | i | 23
Nc1cccc(Cl)c1N1CCOCC1 | i | 3% | -1.0 | -4% | 3 | 0% | i | 7
CC1CCCN(c2sc(S(C)(=O)=O)nc2S(=O)(=O)c2ccc(Cl)cc2)C1 (stereo not given) | -30%[inhibitor] | -20% | -2.1 | 5% | -11 | 0% | i | -4
CCOC(=O)c1c(NC(=O)C2CCCO2)sc(C(N)=O)c1C (stereo not given) | -5% | 7% | 1.4 | 22% | -2 | -2% | i | 4
c1ccc(-c2ccc3ncccc3n2)cc1 | 14% | -6% | -0.2 | 4% | 13 | nt | i | -5
COC(=O)c1cccc(NC(=O)Nc2ccc(Cl)c(Cl)c2)c1 | -37%[inhibitor] | -2% | -4.9 | 19% | 16 | 1% | i | -2
O=C(Nc1cccc(Cl)c1)Nc1ccc2nccnc2c1 | -9% | -3% | -1.3 | 5% | -12 | 0% | i | -12
O=C(CCn1c(=O)oc2ccccc21)N1CCc2ccccc21 | -10%[57.5 µM] | 12% | -1.4 | -5% | -28 | 2% | i | -3
COc1ccc(-c2coc3c(C(=O)NC(C)C)cccc23)c(C)c1 | i | 5% | -3.2 | 16% | 72 | nt | i | 10
CC(=O)Nc1ccc(NC(=O)c2csc([C@H]3C[C@H](O)[C@@H](CO)O3)n2)cc1 | 6% | 0% | -4.3 | 9% | 0 | nt | nt | -5
